Assay outcomes deposited in PubChem BioAssay by several laboratories.
PriA SSB inh: blocks PriA binding to SSB C-terminal tail; inhibition, % at 33 µM; AlphaScreen SSBct-PriA binding, biotinylated peptide; actives 0.6% (n = 430,000); in the data active = inhibition mostly above about 37%, no sharp cut-off; inactive = mostly below about 20%;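 note: plate controls were negative control peptide for no effect and reference peptide for full effect; strong numbers were not always called active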
BoNT A protease: BoNT A light chain protease inhibition | multiplex microsphere protease substrate cleavage, flow cytometry | inhibition, % at 10 µM | actives 0.17% (n = 360,000); note: plate controls were buffer without enzyme for full effect and enzyme alone for no effect
Vc quorum ag: induces V. cholerae light production without autoinducers; V. cholerae BH1578 lux reporter, luminescence, 6 h; activation, % at 18.7 µM; actives 0.16% (n = 350,000); AID 588436; in the data active = activation mostly above about 9.7%, no sharp cut-off; inconclusive = no clear call, values can overlap the other calls; inactive = mostly below about 3.7%; note: not every result past the cut was called active; inactives centre near 0; reference of the scale not given here
Y pestis TopoI: blocks Yersinia pestis topoisomerase I activity | activity, % at 10 µM | actives 0.064% (n = 360,000) | AID 504884 | Y. pestis Topo-I cleavage product accumulation, plate reader; in the data active = activity above about 50%, passing the limit was not always enough; inconclusive = no clear call, values can overlap the other calls; note: inactives centre near 2
TcdB inh: TcdB glycohydrolase inhibition; P18177; TcdB glycohydrolase enzymatic assay, plate reader; inhibition, % at 9.99 µM; actives 0.24% (n = 350,000); in the data active = inhibition above about 10%
Anthrax LF prot: anthrax lethal factor protease inhibition; P15917; multiplex microsphere protease cleavage assay, LF; inhibition, % at 10 µM; actives 0.12% (n = 360,000); AID 588501; note: plate controls were buffer without enzyme for full effect and enzyme alone for no effect
PfHsp40 yeast: compounds rescuing yeast from Plasmodium falciparum HSP40 toxicity; S. cerevisiae expressing PfHsp40, growth rescue, ATP luminescence; growth rescue, % at 12.5 µM; actives 0.68% (n = 340,000); AID 504582; in the data active = growth rescue above about 28%, passing the limit was not always enough; inconclusive = no clear call, values can overlap the other calls;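 note: yeast W303a lacking pdr1 and pdr3 grown in galactose medium; growth measured after three days at 30 °C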
SARS 3CLpro inh: SARS-CoV 3CLpro protease inhibition; recombinant SARS-CoV 3CLpro, quenched FRET peptide cleavage; inhibition, % at 6 µM; actives 0.14% (n = 290,000); P0C6X7; in the data active = inhibition above about 12%
PrPC TRFRET: cell surface PrPC inhibition, primary TR-FRET screen; P04156; TR-FRET read-out; inhibition, % at 13.8 µM; actives 0.43% (n = 370,000); AID 720596; in the data active = inhibition above about 24%; note: 0% = median of the test wells and 100% = reference compound wells
* marks the source's active call; other numbers are inactive results; i = inactive; ? = inconclusive; . = not tested or not shown. Cut-off read from the data, not from the text of the source, unless noted: active = inhibition above about 30%; inconclusive = no clear call, values can overlap the other calls; inactive = below that. Some of the compounds tested, so the mix of outcomes need not match the whole.

The first 16 records, to show the layout:
Below each compound: PriA SSB inh	BoNT A protease	Vc quorum ag	Y pestis TopoI	TcdB inh	Anthrax LF prot	PfHsp40 yeast	SARS 3CLpro inh	PrPC TRFRET
- O=C(NCC1CCCO1)c1ccc(Cl)c(S(=O)(=O)Nc2ccccc2)c1 (stereo not given)
  -12	-2.5	-0.6	2	-0.2	3	-1.1	5	2
- Cc1ccccc1C1c2[nH]c3ccccc3c2CCN1Cc1cccn1-c1ncccn1 (stereo not given)
  -5	0.5	0.7	-5	1.5	1	0.5	3	-9
- O=C(CNC(=O)c1ccc(Cl)cc1Cl)OCc1nnc(-c2ccccc2)o1
  0	-1.3	-0.3	8	-0.7	?	-0.8	.	0
- COc1cc2c(cc1NC(=O)COC(=O)/C=C/c1ccccc1)oc1ccccc12
  12	0.1	-0.4	-2	0.8	1	17	3	3
- COc1c(C)cc(C(O)c2ncc(-c3ccccc3F)[nH]2)cc1C (stereo not given)
  .	-0.6	-0.5	-1	-0.3	-11	.	.	15
- CCN(CC)CCCn1c2c(c(SCC(=O)Nc3ccc4c(c3)OCCO4)nc1=O)CCC2
  -4	-3.3	i	0	2.7	-2	7.4	.	-5
- CSc1nnc(-c2sccc2-n2cccc2)o1
  0	-0.3	-0.4	-6	2.7	6	0.1	5	7
- CCCSc1nsc(SCCC)c1C#N
  -82	0.3	i	-2	.	4	2.4	1	3
- CCN(CC)c1ccc(/C=N/NC(=O)c2nnn(-c3nonc3N)c2C(C)C)c(O)c1
  .	0.7	i	-29	0.1	-1	1.9	14*	23
- CCCCC[C@H](C)N1C[C@H](COCc2ccccc2)Oc2cc(N3CCC[C@H]3C(N)=O)ccc2S1(=O)=O
  .	-0.6	.	.	-1.3	-4	.	.	-2
- Cc1occc1C(=O)N=Nc1c(O)n(C)c2ccccc12
  -13	-0.4	0.6	-4	.	0	0.5	5	-12
- COc1ccc(Cn2c(C)c(C)c(C#N)c2NC(=O)Nc2ccc(F)cc2)cc1
  -1	1.0	.	-10	.	0	-0.6	2	3
- CCOC(=O)CN1C(=O)COc2ccc(Cl)cc21
  -15	-0.6	-0.3	0	.	-2	0.3	1	-1
- CCCCNS(=O)(=O)c1cccc(NC(=O)[C@@H]2O[C@H](CO)[C@H](O)[C@H](O)[C@H]2O)c1
  .	-0.2	i	-5	-0.2	-4	.	.	-3
- CN1CCN(S(=O)(=O)c2cccc(C(=O)Nc3sccc3C#N)c2)CC1
  8	3.6	-0.6	-7	-0.2	-2	-0.7	.	-5
- CNc1ccccc1C(=O)OC(C)C(=O)Nc1ccc(S(=O)(=O)N2CCCC2)cc1 (stereo not given)
  -17	0.4	1.3	10	1.2	-5	2.6	1	-9

The whole of this part, previewed entries included:
Below each compound: PriA SSB inh	BoNT A protease	Vc quorum ag	Y pestis TopoI	TcdB inh	Anthrax LF prot	PfHsp40 yeast	SARS 3CLpro inh	PrPC TRFRET
- O=C(NCC1CCCO1)c1ccc(Cl)c(S(=O)(=O)Nc2ccccc2)c1 (stereo not given)
  -12	-2.5	-0.6	2	-0.2	3	-1.1	5	2
- Cc1ccccc1C1c2[nH]c3ccccc3c2CCN1Cc1cccn1-c1ncccn1 (stereo not given)
  -5	0.5	0.7	-5	1.5	1	0.5	3	-9
- O=C(CNC(=O)c1ccc(Cl)cc1Cl)OCc1nnc(-c2ccccc2)o1
  0	-1.3	-0.3	8	-0.7	?	-0.8	.	0
- COc1cc2c(cc1NC(=O)COC(=O)/C=C/c1ccccc1)oc1ccccc12
  12	0.1	-0.4	-2	0.8	1	17	3	3
- COc1c(C)cc(C(O)c2ncc(-c3ccccc3F)[nH]2)cc1C (stereo not given)
  .	-0.6	-0.5	-1	-0.3	-11	.	.	15
- CCN(CC)CCCn1c2c(c(SCC(=O)Nc3ccc4c(c3)OCCO4)nc1=O)CCC2
  -4	-3.3	i	0	2.7	-2	7.4	.	-5
- CSc1nnc(-c2sccc2-n2cccc2)o1
  0	-0.3	-0.4	-6	2.7	6	0.1	5	7
- CCCSc1nsc(SCCC)c1C#N
  -82	0.3	i	-2	.	4	2.4	1	3
- CCN(CC)c1ccc(/C=N/NC(=O)c2nnn(-c3nonc3N)c2C(C)C)c(O)c1
  .	0.7	i	-29	0.1	-1	1.9	14*	23
- CCCCC[C@H](C)N1C[C@H](COCc2ccccc2)Oc2cc(N3CCC[C@H]3C(N)=O)ccc2S1(=O)=O
  .	-0.6	.	.	-1.3	-4	.	.	-2

The results go on.
Below each compound: PriA SSB inh	BoNT A protease	Vc quorum ag	Y pestis TopoI	TcdB inh	Anthrax LF prot	PfHsp40 yeast	SARS 3CLpro inh	PrPC TRFRET
- Cc1occc1C(=O)N=Nc1c(O)n(C)c2ccccc12
  -13	-0.4	0.6	-4	.	0	0.5	5	-12
- COc1ccc(Cn2c(C)c(C)c(C#N)c2NC(=O)Nc2ccc(F)cc2)cc1
  -1	1.0	.	-10	.	0	-0.6	2	3
- CCOC(=O)CN1C(=O)COc2ccc(Cl)cc21
  -15	-0.6	-0.3	0	.	-2	0.3	1	-1
- CCCCNS(=O)(=O)c1cccc(NC(=O)[C@@H]2O[C@H](CO)[C@H](O)[C@H](O)[C@H]2O)c1
  .	-0.2	i	-5	-0.2	-4	.	.	-3
- CN1CCN(S(=O)(=O)c2cccc(C(=O)Nc3sccc3C#N)c2)CC1
  8	3.6	-0.6	-7	-0.2	-2	-0.7	.	-5
- CNc1ccccc1C(=O)OC(C)C(=O)Nc1ccc(S(=O)(=O)N2CCCC2)cc1 (stereo not given)
  -17	0.4	1.3	10	1.2	-5	2.6	1	-9
- CCCc1cc(=O)[nH]c(SCC(=O)N(C)C2CCS(=O)(=O)C2)n1 (stereo not given)
  -23	0.3	i	-1	.	-7	-1.3	-3	-1
- CCN(CC)C(=O)CSc1nnc(CNc2ccc(F)cc2)n1-c1ccccc1
  6	-1.3	1.5	3	0.2	-3	-0.2	7	-2
- O=C(COc1ccc(S(=O)(=O)NC2CCCCC2)cc1Cl)NCc1ccc2c(c1)OCO2
  -1	0.0	-8.0	-6	8.2	-2	0.2	3	5
- Cc1cc(-c2nnn(CCCOC(C)(C)C)c2C)ccc1-c1cn(CCCOC(C)(C)C)nn1
  .	-0.1	i	8	1.1	2	.	.	4

Further structures follow.
Below each compound: PriA SSB inh	BoNT A protease	Vc quorum ag	Y pestis TopoI	TcdB inh	Anthrax LF prot	PfHsp40 yeast	SARS 3CLpro inh	PrPC TRFRET
- CCOC1(NC(=O)c2ccccc2)C(C)=CC(=O)C=C1C
  2	0.2	1.5	6	.	1	0.1	5	-11
- CCCCCCCCC(=O)NCCOc1ccc(OC)cc1
  -7	-0.1	-0.5	12	.	4	3.8	0	-5
- O=C(NCC1CCCO1)C1CCC(N2C(=O)c3ccccc3C2=O)CC1 (stereo not given)
  -6	-0.9	i	5	.	-1	-0.7	-5	-4
- COc1ccc(CN(C)C(=O)Cn2cnc3c(SC)nc(N)nc32)cc1OC
  -14	-0.8	i	-8	2.2	0	1.8	.	9
- Cc1nc2ccc(S(=O)(=O)NCC(=O)Nc3cccc(F)c3)cc2s1
  -5	-0.7	i	3	1.0	-2	0.3	3	0
- COc1cc(OC)cc(C(=O)NNC(=O)c2cc3c(s2)CCCC3)c1
  7	-0.2	-0.3	-12	-0.1	-2	0.0	3	-6
- CC(C)CCNC(=O)c1c(N)n(Cc2ccc3c(c2)OCO3)c2nc3ccccc3nc12
  17	21	-0.6	8	.	5	-0.4	-1	8
- NCC(O)CN(c1ccccc1)c1ccccc1 (stereo not given)
  2	0.4	0.2	2	2.1	-4	-1.0	3	-1
- COc1ccc(-c2csc(NC(=O)Cc3cc(OC)c(OC)c(OC)c3)n2)cc1OC
  -7	-5.0	i	21	4.3	-10	0.2	1	2
- COc1ccccc1CNC(=O)/C=C/c1cc2c(cc1Br)OCO2
  -8	0.6	-0.8	6	.	2	-1.1	-5	-1

Other entries follow.
Below each compound: PriA SSB inh	BoNT A protease	Vc quorum ag	Y pestis TopoI	TcdB inh	Anthrax LF prot	PfHsp40 yeast	SARS 3CLpro inh	PrPC TRFRET
- CCCCC(=O)N(C)c1c(C)nc2ccc(C(=O)N3CCNC(=O)C3)cn12
  .	0.1	0.5	12	-1.3	-4	.	.	3
- CCOCCCNc1nc2c(c(=O)[nH]c(=O)n2C)n1CCCc1ccccc1
  -5	-0.2	-0.5	-3	.	6	-1.2	-5	3
- CC(C)Oc1cc2oc(=O)c3c(c2cc1Cl)CCC3
  -9	-0.2	-7.7	1	.	-1	0.9	2	6
- CC(C)Sc1nnc([C@H](Cc2c[nH]c3ccccc23)NC(=O)OC(C)(C)C)o1
  8	1.4	.	4	.	-4	-0.6	-2	3
- CCC(C)NC(=O)Cn1cnc2sc(C)cc2c1=O (stereo not given)
  -13	0.2	i	-7	.	-4	2.0	-2	0
- Cc1nn(Cc2ccc(F)cc2)c(C)c1NC(=O)c1noc2c1CCc1ccccc1-2
  7	-0.5	-0.1	20	0.4	5	0.7	-9	0
- COc1ccc(C2SCC(=O)N2c2ccc(C)cc2)cc1 (stereo not given)
  -13	1.5	0.7	6	-0.1	-14	-0.1	3	-3
- N#Cc1cc2ccc(N3CCOCC3)cc2cc1C#N
  -14	2.5	i	6	-0.3	-2	-0.1	5	-4
- CC(C)OC(=O)Cc1nc2sc(-c3ccccc3)cc2c(=O)[nH]1
  0	-0.7	-2.8	17	-1.0	0	-0.4	9	-7
- Cn1nccc1C(=O)Nc1sc2c(c1C(N)=O)CCCC2
  -21	-0.2	-0.3	7	1.6	0	0.4	2	-7

Next section
Below each compound: PriA SSB inh	BoNT A protease	Vc quorum ag	Y pestis TopoI	TcdB inh	Anthrax LF prot	PfHsp40 yeast	SARS 3CLpro inh	PrPC TRFRET
- Cc1ccc(F)c(S(=O)(=O)NC(=O)C2(C)CCN2C(=O)Cc2ccc(Cl)cc2Cl)c1 (stereo not given)
  .	0.1	i	7	-1.0	-1	.	.	5
- CC(=O)c1ccc(N2Cc3ccccc3/C2=N\C(=O)Nc2ccc(Cl)cc2)cc1
  .	0.0	-0.3	-6	.	-1	-0.8	-2	-5
- Cc1oc(-c2cccc(Cl)c2)nc1CN1CCC(C(=O)N2CCN(c3ccccc3F)CC2)CC1
  16	-0.3	-0.1	29	1.5	-9	-0.6	0	-11
- COc1cccc(-n2c(COc3ccc(C)cc3)nnc2SCC(=O)O)c1
  -4	-0.7	-1.9	2	.	-2	0.1	0	5
- N#CCOc1ccccc1/C=C/c1nc2ccccc2c(=O)[nH]1
  0	-0.3	i	0	0.2	8	-1.2	-6	-1
- O=C(O)c1ccc(Cn2cnc3scc(-c4ccccc4)c3c2=O)cc1
  -10	0.3	-0.9	-5	-3.2	-2	-0.2	5	-6
- O=C(c1ccccc1-c1nc(-c2ccccc2)no1)N1CCOCC1
  -3	3.7	1.7	0	.	-4	0.4	-1	1
- O=C1/C(=C/c2ccncc2)N=C2CCCCCN12
  -7	-0.7	-0.5	7	2.6	-4	-0.5	3	1
- COc1ccc(NC(=O)CSc2nnc(C3CC3)n2-c2ccccc2)cc1
  -4	3.3	i	29	.	-2	-1.7	1	5
- O=C(COC(=O)CNS(=O)(=O)/C=C/c1ccccc1)Nc1cc(S(=O)(=O)N2CCCCC2)ccc1Cl
  -14	0.8	i	?	1.8	2	0.3	-10	1

Other structures follow.
Below each compound: PriA SSB inh	BoNT A protease	Vc quorum ag	Y pestis TopoI	TcdB inh	Anthrax LF prot	PfHsp40 yeast	SARS 3CLpro inh	PrPC TRFRET
- COc1cc(OC)cc(C(=O)NC(C(=O)Nc2ccc(N3CCOCC3)cc2)C(C)C)c1 (stereo not given)
  6	0.9	i	-8	1.5	-2	-0.4	.	0
- CCCCCCCCNS(=O)(=O)CCNCc1ccc(OC)cc1
  -5	-0.5	-0.4	44	-0.4	-2	-0.1	.	0
- O=S(=O)(Nc1cc(S(=O)(=O)N2CCOCC2)ccc1N1CCCC1)c1cccs1
  -12	1.0	1.6	15	-12	-1	-1.0	4	14
- COc1cc2cc(C(=O)N[C@@H](Cc3ccccc3)C(=O)O)n(C)c2c(OC)c1OC
  8	-1.1	1.6	4	0.3	-9	-1.5	0	-4
